VHR inh abs – blocks human VHR1 dual specificity phosphatase; 0.52% of 290,000 active; recombinant VHR phosphatase, pNPP absorbance; AID 1654; inhibition, % at 13.3 µM; in the data active means inhibition above about 50%; further: some compounds called inactive have numbers as strong as hits
Vc quorum ag – inducers of Vibrio cholerae quorum light production without autoinducers. V. cholerae BH1578 lux reporter, luminescence, 6 h. activation, % at 18.7 µM. 0.16% of 350,000 active. AID 588436; in the data active means activation mostly above about 9.7%, no sharp cut-off; inconclusive means no clear call, values can overlap the other calls; inactive means mostly below about 3.7%; further: not every result past the cut was called active; inactives centre near 0; reference of the scale not given here
SSB-PriA inh – inhibitors of Klebsiella pneumoniae PriA binding to SSB C-terminal tail. inhibition, % at 33 µM. 0.6% of 430,000 active. AlphaScreen SSBct-PriA binding, biotinylated peptide. AID 1272365; in the data active means inhibition mostly above about 37%, no sharp cut-off; inactive means mostly below about 20%;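 further: plate controls were negative control peptide for no effect and reference peptide for full effect; strong numbers were not always called active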
3CLpro inhibitor – SARS-CoV 3CLpro protease inhibition | 0.14% of 290,000 active | inhibition, % at 6 µM | P0C6X7 | AID 1706 | recombinant SARS-CoV 3CLpro, quenched FRET peptide cleavage; in the data active means inhibition above about 12%
PfHsp40 yeast – restores yeast growth despite PfHsp40 toxicity. AID 504582. S. cerevisiae expressing PfHsp40, growth rescue, ATP luminescence. growth rescue, % at 12.5 µM. 0.68% of 340,000 active; in the data active means growth rescue above about 28%, passing the limit was not always enough; inconclusive means no clear call, values can overlap the other calls;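 further: yeast W303a lacking pdr1 and pdr3 grown in galactose medium; growth measured after three days at 30 °C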
Yp Topo-I inh – Y. pestis Topo-I inhibition via cleavage products. Y. pestis Topo-I cleavage product accumulation, plate reader. activity, % at 10 µM. 0.064% of 360,000 active. AID 504884; in the data active means activity above about 50%, passing the limit was not always enough; inconclusive means no clear call, values can overlap the other calls; further: inactives centre near 2
CCHF vOTU inh – blocks the CCHF virus ovarian tumor domain protease; CCHFV vOTU protease, Pep-AMC fluorescence; inhibition, % at 11.5 µM; 0.55% of 370,000 active; AID 651958; in the data active means inhibition above about 30%; further: 0% = vehicle wells with enzyme and 100% = no enzyme wells
Anthrax LF prot – inhibitors of Bacillus anthracis lethal factor protease; P15917; multiplex microsphere protease cleavage assay, LF; inhibition, % at 10 µM; 0.12% of 360,000 active; AID 588501; further: plate controls were buffer without enzyme for full effect and enzyme alone for no effect
BoNT A protease – blocks Botulinum neurotoxin A light chain protease; multiplex microsphere protease substrate cleavage, flow cytometry; inhibition, % at 10 µM; 0.17% of 360,000 active; AID 588499; further: plate controls were buffer without enzyme for full effect and enzyme alone for no effect
TcdB GH inh – blocks C. difficile toxin B glycohydrolase activity; 0.24% of 350,000 active; P18177; TcdB glycohydrolase enzymatic assay, plate reader; inhibition, % at 9.99 µM; in the data active means inhibition above about 10%
Target sequence (P18177 whole entry, looked up): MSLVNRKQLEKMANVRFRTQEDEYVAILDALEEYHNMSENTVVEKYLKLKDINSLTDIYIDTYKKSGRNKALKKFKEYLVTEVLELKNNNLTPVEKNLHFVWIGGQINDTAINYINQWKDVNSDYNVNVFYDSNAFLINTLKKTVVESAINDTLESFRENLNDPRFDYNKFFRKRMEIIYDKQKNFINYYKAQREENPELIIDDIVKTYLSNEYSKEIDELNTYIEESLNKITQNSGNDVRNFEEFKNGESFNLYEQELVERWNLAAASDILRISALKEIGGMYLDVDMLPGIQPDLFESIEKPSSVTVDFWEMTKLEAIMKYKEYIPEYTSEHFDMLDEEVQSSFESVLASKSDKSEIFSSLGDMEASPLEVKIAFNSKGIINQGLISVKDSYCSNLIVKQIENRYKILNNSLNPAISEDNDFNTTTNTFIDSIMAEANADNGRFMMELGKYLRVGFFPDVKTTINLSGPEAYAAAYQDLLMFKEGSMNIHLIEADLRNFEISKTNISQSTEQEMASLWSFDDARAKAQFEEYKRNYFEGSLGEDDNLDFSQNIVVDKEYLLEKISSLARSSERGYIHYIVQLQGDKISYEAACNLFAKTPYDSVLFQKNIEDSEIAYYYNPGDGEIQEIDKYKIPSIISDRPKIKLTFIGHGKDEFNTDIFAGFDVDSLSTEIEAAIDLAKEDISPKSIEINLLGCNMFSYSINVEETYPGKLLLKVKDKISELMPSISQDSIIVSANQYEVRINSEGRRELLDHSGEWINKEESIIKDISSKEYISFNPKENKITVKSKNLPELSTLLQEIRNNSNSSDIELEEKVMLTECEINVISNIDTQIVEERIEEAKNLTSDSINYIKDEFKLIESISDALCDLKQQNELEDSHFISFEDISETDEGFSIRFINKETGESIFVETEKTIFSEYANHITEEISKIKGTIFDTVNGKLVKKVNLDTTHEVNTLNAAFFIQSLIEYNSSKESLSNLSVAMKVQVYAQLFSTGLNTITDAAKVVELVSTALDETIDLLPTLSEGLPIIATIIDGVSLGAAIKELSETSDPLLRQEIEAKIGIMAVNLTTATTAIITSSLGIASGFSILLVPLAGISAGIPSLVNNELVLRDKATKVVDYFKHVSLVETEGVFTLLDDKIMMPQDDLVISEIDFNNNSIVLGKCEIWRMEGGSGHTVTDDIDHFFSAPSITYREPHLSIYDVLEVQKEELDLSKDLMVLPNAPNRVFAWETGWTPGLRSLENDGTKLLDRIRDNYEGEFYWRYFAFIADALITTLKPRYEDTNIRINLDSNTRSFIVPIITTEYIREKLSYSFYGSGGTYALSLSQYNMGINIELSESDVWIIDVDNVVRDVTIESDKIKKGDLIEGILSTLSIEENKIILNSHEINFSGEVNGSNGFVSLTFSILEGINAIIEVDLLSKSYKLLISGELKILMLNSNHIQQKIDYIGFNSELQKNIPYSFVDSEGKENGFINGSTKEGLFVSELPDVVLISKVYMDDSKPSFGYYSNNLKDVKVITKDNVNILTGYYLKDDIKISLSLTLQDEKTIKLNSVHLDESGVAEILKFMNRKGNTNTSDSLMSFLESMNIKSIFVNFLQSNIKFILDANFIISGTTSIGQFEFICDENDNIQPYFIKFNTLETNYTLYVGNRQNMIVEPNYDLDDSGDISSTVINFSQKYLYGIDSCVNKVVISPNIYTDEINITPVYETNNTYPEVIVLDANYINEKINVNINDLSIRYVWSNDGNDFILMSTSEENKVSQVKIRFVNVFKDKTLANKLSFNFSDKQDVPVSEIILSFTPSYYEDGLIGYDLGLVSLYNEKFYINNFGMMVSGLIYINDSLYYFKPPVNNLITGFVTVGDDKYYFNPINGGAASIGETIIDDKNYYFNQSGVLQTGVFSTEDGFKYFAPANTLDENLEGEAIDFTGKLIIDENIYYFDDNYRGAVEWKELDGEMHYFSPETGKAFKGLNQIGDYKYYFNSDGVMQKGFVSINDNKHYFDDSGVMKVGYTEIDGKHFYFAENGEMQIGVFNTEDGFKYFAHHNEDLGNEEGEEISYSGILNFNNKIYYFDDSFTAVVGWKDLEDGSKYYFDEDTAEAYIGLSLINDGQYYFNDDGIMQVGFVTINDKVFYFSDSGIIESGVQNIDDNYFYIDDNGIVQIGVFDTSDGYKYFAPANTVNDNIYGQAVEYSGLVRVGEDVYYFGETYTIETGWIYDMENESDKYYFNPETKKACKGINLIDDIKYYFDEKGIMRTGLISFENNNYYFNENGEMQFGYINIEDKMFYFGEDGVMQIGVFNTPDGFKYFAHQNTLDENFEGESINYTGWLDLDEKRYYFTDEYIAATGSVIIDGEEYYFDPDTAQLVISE
Active calls of the source: *; i = inactive; ? = inconclusive; nt = not tested or not shown; & = joins results of further samples. Unless noted, no stated cut-off is given here; in the data, active means inhibition above about 30%; inconclusive means no clear call, values can overlap the other calls; inactive means below that.

SMILES	VHR inh abs	Vc quorum ag	SSB-PriA inh	3CLpro inhibitor	PfHsp40 yeast	Yp Topo-I inh	CCHF vOTU inh	Anthrax LF prot	BoNT A protease	TcdB GH inh
CS(=O)(=O)c1ccc(Cl)c(NC(=O)COC(=O)CNC(=O)c2ccc(Br)o2)c1	13	2.0	1	-1	-0.5	-3	-1	2	-1.1	nt
CCOC(=O)C1=C(C)Nc2ncnn2C1c1ccccc1F (stereo unspecified)	-13	-0.5	-21	-3	0.2	3	-6	3	0.4	nt
COc1ccc(C(=O)COc2ccc(C(C)=O)cc2OC)cc1OC	nt	1.8	-9	nt	-1.4	0	5	-8	0.3	1.1
Nc1nonc1-n1nnc(C(=O)N/N=C/c2ccccc2F)c1CN1CCOCC1	nt	-0.2	nt	nt	-1.1	-9	-2	-6	-1.4	2.1
Cc1ccc(F)cc1NC(=O)CCOc1ccccc1	-4	i	-10	1	1.1	6	12	-6	0.2	-1.4
NS(=O)(=O)c1cccc(NC(=O)CSc2nnc3n2CCCCC3)c1	nt	0.7	-14	nt	-1.5	-2	-5	4	0.0	1.8
C=CCc1c(C)nc2cc(-c3ccccc3)[nH]n2c1=O	11	-3.8	-12	-1	-1.7	-7	-8	-12	0.5	7.0
CCC(=O)OC1c2ccccc2C(=O)N1Cc1ccccc1 (stereo unspecified)	29	-0.1	0	0	-1.2	8	-5	6	-0.1	0.0
CCCCCOc1ccc(NC(=O)c2cc(SC)ccc2Cl)cc1	4	-0.4	-13	2	0.5	4	-11	1	0.3	nt
Cc1ccc(CS(=O)(=O)CCC(=O)N2CCOCC2)cc1	33	-7.1	-14	-1	-0.8	0	4	2	-0.7	0.8
COc1ccc(S(=O)(=O)N2CCN(c3ccccc3OC)CC2)cc1OC	-17	-5.6	-7	-1	0.6	12	14	-3	0.9	nt
COc1cccc(NC(=O)c2nn(C)cc2Br)c1	nt	1.1	-7	-7	0.2	1	8	0	-0.8	nt
COc1ccccc1/C=C/C=N/N1CCN(Cc2cccc3ccccc23)CC1	20	-7.1	nt	3	-0.7	16	4	-6	-0.8	nt
COc1ccc(OC)c(C2C(C(C)=O)=C(O)C(=O)N2Cc2cccnc2)c1 (stereo unspecified)	21	i	-8	-3	0.3	3	0	-4	-0.9	nt
COc1ccccc1Cc1c(-c2ccc(C)cc2)nc2ccc(Br)cn12	nt	nt	nt	nt	nt	nt	1	-5	5.4	1.9
COc1ccc(-c2nnc(SC(C)C(=O)NC3CC3)o2)cc1 (stereo unspecified)	nt	-0.5	-13	nt	-0.3	-7	3	-4	-0.4	3.6
C/C=C(/C)C(=O)Nc1cccc(C2=NOC3(C2)C[C@H](C(N)=O)N(C(=O)c2ccc(Cl)cc2)C3)c1 (stereo partly specified)	-27	0.0	-21	nt	-0.8	-2	12	0	-0.2	0.0
Cc1ccsc1C(=O)NNC(=O)c1ccncc1	nt	2.0	-25	nt	1.4	0	13	-5	-1.7	0.6
CC(C)(O)C#Cc1ccc(C(=O)N2CCCC(CCC(=O)NCc3ccccc3F)C2)cc1 (stereo unspecified)	34	i	-15	4	0.6	22	11	-3	-0.8	1.6
O=C(c1ccco1)N1CCN(c2ccc(N3CCCCC3)nn2)CC1	nt	-0.7	4	nt	3.4	-4	-25	-2	2.2	1.0
COC(=O)c1[nH]c2ccc(C)cc2c1NC(=O)CN1CCN(c2ccc(F)cc2)CC1	-1	0.3	6	8	-0.3	19	2	-2	1.2	0.4
CCCOC(=O)c1ccc(OC(=O)c2ccco2)cc1	11	-0.2	-2	1	0.9	19	1	-1	0.5	nt
CCCC(=O)Nc1ccc(C(=O)NN2C(=O)c3ccccc3C2=O)cc1	35	-0.3	3	0	-0.1	-2	14	0	-0.4	-3.1
O=C(COc1ccc2ccc(=O)oc2c1)Nc1ccc(N2CCCCC2)cc1	nt	i	37	nt	0.6	-4	-35	-14	0.1	2.0
O=C(CSc1nnc(NC(=O)C2CC2)s1)NCc1ccc(F)cc1	-5	-0.3	-3	0	0.2	4	4	-2	-1.1	0.6
O=C(CNc1cccc2ccccc12)N/N=C/c1ccc[nH]1	17	-0.5	nt	6	0.2	-14	-2	-10	0.2	-0.1
CC(=O)N1c2ccc(S(=O)(=O)N(C)CC(=O)N3CCCC3)cc2CC1C (stereo unspecified)	-4	-0.1	-5	-2	0.0	2	nt	-3	-1.8	nt
Nc1nnn(CC(=O)N/N=C/c2ccc(O)cc2)n1	16	-2.3	nt	2	-0.9	-5	-6	-6	-0.9	13*
O=C(c1cc2c(s1)CCCC2)N1CCN(CCO)CC1	nt	-5.9	-7	nt	0.1	-5	-5	2	-0.5	0.9
Cc1ccc(NC(=O)NCc2cccn2C)cc1C	14	-13	6	-1	1.7	1	-8	5	-3.2	0.4
C[C@H](CO)N1C[C@H](C)[C@@H](CN(C)C)Oc2c(NC(=O)c3ccncc3)cccc2C1=O	nt	-0.7	-9	nt	-0.6	-3	-2	-1	-0.3	-0.4&1.1
CC(C)(C)Nc1nc(SCc2ccccc2)nc(N2CCOCC2)n1	7	2.9	-3	4	1.0	3	2	-5	?	nt
COc1ccc(-n2c(SCC(=O)N3CCCCC3)nnc2-c2cccnc2)cc1	18	-0.2	-3	-2	2.3	-2	-14	3	0.6	nt
O=C(CN1C(=O)NC2(CCCCC2)C1=O)Nc1ccc(N2CCCCC2)cc1	nt	i	2	nt	0.6	6	11	-6	-1.6	-12
N#CCN1CCN(CC(=O)Nc2cccc3ccccc23)CC1	27	-3.2	-10	-5	-2.0	-5	1	-2	-0.4	nt
Cc1nn2c(N3CCCC3)c3c(nc2c1-c1ccccc1)CCC3	7	-0.8	-9	0	nt	6	0	nt	nt	0.7
COC(=O)c1ccc2c(=O)n(CCCCCC(=O)NCc3ccccn3)c(=O)[nH]c2c1	17	-0.5	-6	-9	-0.7	8	-16	1	0.7	nt
CCOC(=O)/C(C#N)=C/c1ccc(OCC(=O)Nc2ccccc2)c(OC)c1	9	-2.0	-12	-3	0.9	-12	11	2	-0.1	nt
CCS(=O)(=O)Nc1ccc(C2=NN(C(=O)c3ccco3)C(c3cccc(F)c3)C2)cc1 (stereo unspecified)	37	1.0	-3	2	-0.6	-3	8	0	-0.4	1.0
CCOc1ccc(CCNC(=O)C2CCC(=O)N2C2CCCCC2)cc1OCC (stereo unspecified)	22	-0.2	-9	-1	0.3	3	1	2	0.1	1.2
Cc1ccc(S(=O)(=O)Cn2nnnc2CN2CCN(C(=O)c3ccco3)CC2)cc1	21	nt	-4	-4	0.9	4	0	-1	0.8	nt
CCOC(=O)c1cc(-c2cccc([N+](=O)[O-])c2)on1	8	-0.5	-12	1	-0.1	11	-13	-4	-1.0	0.9
O=C(O)c1ccc(Cl)c(NCc2ccncc2)c1	5	0.3	-17	0	-1.6	-2	10	-7	1.0	-0.1
Cc1cccc(-c2c3c(=O)n(C)c(=O)n(C)c3cn2CCO)c1	28	i	-11	-5	0.5	-4	4	0	-1.2	nt
COc1ccc(-c2cc3ccccc3oc2=O)cc1NC(=O)c1ccc(Br)o1	-4	nt	-13	-5	-1.0	9	-2	-2	0.5	nt
COc1ccc(C(=O)NC(=S)N2CC(C)OC(C)C2)cc1OC (stereo unspecified)	13	i	-8	6	0.2	4	1	-10	0.1	4.2
CN(C)c1ncnc2c1ncn2[C@H]1CN(C2CCCC2)C[C@@H](CO)O1	nt	-0.5	nt	nt	nt	-2	2	-1	0.1	0.1
CN(C(=O)Nc1cccc([N+](=O)[O-])c1)c1ccccc1	nt	nt	-13	nt	0.0	-5	2	10	0.1	1.6
NC(=O)c1c(NC(=O)c2ccccc2)sc2c1CCN(Cc1ccccc1)C2	6	-1.5	-15	1	2.0	-7	-2	-9	-0.5	3.1
Clc1ccccc1CSc1nnc([C@@H]2CCCN2)o1	19	-0.4	-1	-4	-2.1	-1	0	7	-0.2	-3.7

Part of the list above in order of count of non-hydrogen atoms, ascending:
SMILES	VHR inh abs	Vc quorum ag	SSB-PriA inh	3CLpro inhibitor	PfHsp40 yeast	Yp Topo-I inh	CCHF vOTU inh	Anthrax LF prot	BoNT A protease	TcdB GH inh
O=C(O)c1ccc(Cl)c(NCc2ccncc2)c1	5	0.3	-17	0	-1.6	-2	10	-7	1.0	-0.1
Clc1ccccc1CSc1nnc([C@@H]2CCCN2)o1	19	-0.4	-1	-4	-2.1	-1	0	7	-0.2	-3.7
CN(C)c1ncnc2c1ncn2[C@H]1CN(C2CCCC2)C[C@@H](CO)O1	nt	-0.5	nt	nt	nt	-2	2	-1	0.1	0.1

Next part.
SMILES	VHR inh abs	Vc quorum ag	SSB-PriA inh	3CLpro inhibitor	PfHsp40 yeast	Yp Topo-I inh	CCHF vOTU inh	Anthrax LF prot	BoNT A protease	TcdB GH inh
CC(=O)c1c(C)oc2ccc(N(C(C)=O)S(=O)(=O)c3cccc4cccnc34)cc12	9	-0.2	-2	6	1.8	2	15	-5	-0.4	0.9
Cc1ccc(Cn2c(SCC(=O)NCc3ccco3)nc3ccsc3c2=O)cc1	-7	i	5	4	-0.5	1	2	-6	-0.9	nt
Cc1ccc(S(=O)(=O)c2cn(CC(=O)Nc3ccccc3)c3ccc(F)cc3c2=O)cc1	-7	-0.4	-16	2	0.1	6	-3	-3	0.1	1.0
CSc1ccc(CNC(=O)C2(C)CCCN2C)cc1 (stereo unspecified)	nt	i	nt	nt	nt	-2	-11	2	-0.4	0.8
COCCCN1C(=O)C(CC(=O)NCc2cccs2)CC(C(=O)N2CCCCCC2)=C1C (stereo unspecified)	nt	nt	nt	nt	nt	nt	-3	-4	-0.9	-0.3
Cc1ccccc1Nc1nnc(-c2ccc(C(=O)NCCO)cc2)c2ccccc12	21	-0.6	3	3	0.1	5	14	16	2.0	0.3
CCc1ccc(NS(=O)(=O)c2ccc(C)c(C(=O)N3CCOCC3)c2)cc1	10	-1.6	-6	-1	-1.0	-2	3	0	-1.0	2.2
O=C(Nc1ccc(NC(=O)c2ccccc2Cl)nc1)c1ccco1	-8	-2.8	-17	-2	0.9	4	-17	2	-0.1	1.1
Cc1ccc(Nc2ncc3c(n2)CC(C)(C)CC3=O)cc1	11	3.0	-22	0	-0.3	-5	10	1	0.0	2.0
CC(=O)NCCc1nc2cc(NS(=O)(=O)c3ccc(Cl)cc3)ccc2n1C	25	i	-7	-4	?	-3	8	10	-0.3	1.6
O=C(COC(=O)c1ccc(Br)cc1)NC1CCCC1	22	131*	-18	-3	-0.1	2	5	12	3.8	-3.9
Cc1ccc2[nH]c(=O)c(CN(CCCO)C(C)c3nnnn3Cc3ccco3)cc2c1 (stereo unspecified)	24	-0.2	-6	-2	-0.2	-6	15	-4	0.2	1.1
Cn1c(CC(=O)Nc2ccccc2)nnc1SCC(=O)NC1=NCCS1	40	-1.2	-7	0	0.8	2	-1	10	5.3	2.2
Cc1cc(C=O)c(C)n1-c1cccc(C(=O)O)c1	-1	0.4	-10	4	-0.1	-1	-12	0	-2.8	-0.4
CCOC(=O)C1CCCN(C(=O)CC(c2ccccc2)c2ccccc2)C1 (stereo unspecified)	26	nt	-12	4	0.0	12	2	-1	0.7	nt
O=S(=O)(/N=C(/Nc1ccccn1)c1ccccc1)c1ccc(Cl)cc1	26	-0.4	nt	2	2.3	12	4	-2	-0.2	nt
CCCCCCC(c1c(C)n(C)n(-c2ccccc2)c1=O)c1c(C)n(C)n(-c2ccccc2)c1=O	25	-0.4	17	6	0.2	20	9	-4	-0.4	nt
COc1cc2c(cc1OC)C(COc1ccc(C(C)C)cc1)NCC2 (stereo unspecified)	6	-0.2	3&0	7	0.1	8	3	-1	-1.4	1.8
CCOC(=O)c1ccc(-n2c(CN3CCN(CCO)CC3)nc3ccc([N+](=O)[O-])cc3c2=O)cc1	22	-0.2	-18	0	1.6	2	-5	-1	0.2	1.7

A portion of the library (hit frequency here may not be typical).
